High-throughput results as filed in PubChem.
m5-HT2A agonist: activates the mouse 5-HT2A serotonin receptor. P35363. CHO-K1 mHTR2A beta-arrestin complementation, luminescence; percent of 30 µM serotonin response. activation, % at 7.6 µM. 360,000 compounds, 0.66% hits. AID 624169;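 active means activation above a run cutoff, the mean activation of all tested compounds plus 3 SD, cut at about 14% in these data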;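 further: 0% = plate median of compound wells and 100% = 30 µM serotonin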
Target sequence (P35363 whole entry, looked up): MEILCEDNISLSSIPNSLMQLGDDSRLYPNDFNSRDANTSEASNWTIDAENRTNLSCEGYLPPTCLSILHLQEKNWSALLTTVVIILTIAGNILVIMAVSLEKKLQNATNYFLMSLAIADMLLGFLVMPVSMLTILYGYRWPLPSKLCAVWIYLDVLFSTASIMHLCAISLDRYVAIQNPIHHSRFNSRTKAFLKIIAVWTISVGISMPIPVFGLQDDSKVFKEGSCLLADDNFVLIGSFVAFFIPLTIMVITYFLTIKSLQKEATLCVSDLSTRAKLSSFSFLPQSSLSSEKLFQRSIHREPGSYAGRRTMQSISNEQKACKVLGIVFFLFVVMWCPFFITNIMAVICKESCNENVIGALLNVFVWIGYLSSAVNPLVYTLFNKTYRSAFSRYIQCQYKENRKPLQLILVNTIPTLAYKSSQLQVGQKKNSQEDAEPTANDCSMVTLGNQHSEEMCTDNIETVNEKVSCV
NR2E3 ag-1: human photoreceptor-specific nuclear receptor agonism; inhibition of corepressor binding, % at 3.98 µM; Q9Y5X4; AID 602229; CHO-S Gal4-NCOR/VP16-NR2E3 two-hybrid, luciferase; 360,000 compounds, 0.35% hits;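 active means inhibition above the mean of all tested compounds plus 3 SD, cut at about 70% in these data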;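 further: 0% = DMSO with NR2E3 transfected cells and 100% = cells lacking NR2E3 construct; higher means lower luciferase signal from less NR2E3 corepressor binding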
CaV13 FRET inh: Disruptors of the CACNA1D IQ motif to Ca2+-dependent inactivation inhibitor domain association, primary screening, Förster resonance energy transfer in intact living … | HEK cells, CFP/YFP FRET ICDI-IQ, plate reader, 10 min; percent FRET-ratio fall versus neutral wells | inhibition, % at 12.3 µM | 340,000 compounds, 0.098% hits | AID 743397;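 active means mean replicate inhibition of at least 30% and at least 1% of replicates passing that level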;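 further: 0% = median of the neutral control wells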
PDI inh: blocks human protein disulfide isomerase activity; P07237; 350,000 compounds, 0.052% hits; PDI insulin aggregation turbidity, A650, 90 min; inhibition, % at 10 µM;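 active means mean inhibition across replicates of 30% or more, whatever share of single replicates reach that level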;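 further: absorbance from insulin aggregation driven by PDI reduction with DTT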
Target sequence (P07237 whole entry, looked up): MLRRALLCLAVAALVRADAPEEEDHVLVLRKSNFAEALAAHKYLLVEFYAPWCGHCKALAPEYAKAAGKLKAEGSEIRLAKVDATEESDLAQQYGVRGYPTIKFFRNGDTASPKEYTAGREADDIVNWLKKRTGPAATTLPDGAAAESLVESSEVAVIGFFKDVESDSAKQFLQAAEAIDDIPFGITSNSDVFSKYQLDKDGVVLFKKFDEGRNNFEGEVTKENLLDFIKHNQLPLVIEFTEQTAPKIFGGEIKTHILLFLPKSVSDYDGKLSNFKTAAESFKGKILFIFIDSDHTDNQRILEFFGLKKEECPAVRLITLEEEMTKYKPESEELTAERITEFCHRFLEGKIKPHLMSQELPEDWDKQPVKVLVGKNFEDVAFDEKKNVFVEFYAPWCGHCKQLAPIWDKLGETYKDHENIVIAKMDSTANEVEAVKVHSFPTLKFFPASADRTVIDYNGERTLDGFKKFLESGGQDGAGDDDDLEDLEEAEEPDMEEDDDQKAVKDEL
Peg3 promoter: inhibitors of Peg3 promoter; HeLa PEG-Prom luciferase reporter, luminescence, overnight; inhibition, % at 20 µM; AID 588405; 360,000 compounds, 1.7% hits;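 active means inhibition of at least 50% at 20 µM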
HIF-2a inh: inhibitors of HIF-2a. 360,000 compounds, 0.72% hits. 786-0 RCC cells HIF-2a reporter, luciferase luminescence, overnight. inhibition, % at 18.8 µM;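 active means inhibition of the luminescence signal of 40% or more relative to plate controls, in a single-dose primary screen at 18.75 µM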
iPSC survival up: hiPSC single-cell survival enhancement; survival enhancement, % at 20 µM; 360,000 compounds, 0.044% hits; AID 602274; ATPlite luminescence; 100% = ROCK inhibitor wells, 0% = DMSO; in the data active means survival enhancement above about 18%;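 further: cells exposed to compounds for 16 hours before the ATP read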
Shn3 3UTR inh: Schnurri-3 reporter inhibition in Clone20 osteoblasts | 360,000 compounds, 0.52% hits | AID 588674 | inhibition, % at 12.5 µM | Clone20 osteoblast Shn3 3'UTR firefly luciferase, 24 h;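 active means mean inhibition of at least 75% with every replicate also reaching 75%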;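 further: 0% = median of neutral control wells and 100% = pilot-screen positive control compound; some compounds past the cut are filed as inactive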
Cardio protect: protects H9c2 cardiomyocytes from peroxide injury; protection from H2O2 cell death, % at 20 µM; AID 588492; 360,000 compounds, 0.63% hits; H2O2 injury protection, ATPLite, 2 h;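 active means compounds giving at least 50% protection of heart cells from peroxide-induced death in the single-dose screen, raw or plate-pattern-corrected value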;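 further: 0% = DMSO wells with peroxide and 100% = DMSO wells without peroxide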
NR2E3 ag-2: agonists of human nuclear receptor NR2E3. inhibition of corepressor binding, % at 4.78 µM. AID 2300. 320,000 compounds, 0.12% hits. GST-NR2E3/biotin-RetCOR TR-FRET, 1536-well. Q9Y5X4;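 active means percent inhibition above the cutoff of mean plus 3 SD of all tested compounds, set per screening campaign, cut at about 20% in these data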;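 further: 0% = DMSO wells and 100% = biotin wells as full block of FRET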
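System: GST-NR2E3 and biotin-RetCOR proteins; probe or stimulus: 7 nM biotin-RetCOR; doses: compound at 4.8 µM, single dose; schedule: Compound–protein incubation for 5 h at 4 °C; detection: time-resolved FRET; read-out: percent inhibition; controls: biotin wells as high control, 0.6% DMSO wells as low control; format: 1536-well plates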
TRPM1 prom inh: reduces MITF-dependent TRPM1 promoter luciferase signal. inhibition, % at 12.5 µM. SK-MEL-5 TRPM1 promoter luciferase, 24 h. 330,000 compounds, 0.83% hits. AID 488899;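 active means mean inhibition across replicates of 60% or more, whatever share of single replicates reaches that level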; further: values of inactives mirror those of a sister screen read the other way
* = called active by the depositor; x = no result given.

SMILES	m5-HT2A agonist	NR2E3 ag-1	CaV13 FRET inh	PDI inh	Peg3 promoter	HIF-2a inh	iPSC survival up	Shn3 3UTR inh	Cardio protect	NR2E3 ag-2	TRPM1 prom inh
Nc1ccn(-c2ccccc2)c(=O)c1	4	7	-4	-7	-1	8	3.5	-2	9	3	2
Cc1c(-c2ccc(Cl)cc2)[n+](=O)c(-c2ccccc2)cn1[O-]	-5	-14	-4	-4	-14	-42	-0.1	-5	-1	-1	x
CC(Oc1ccccc1)C(=O)OCC(=O)NC(=O)NCc1ccco1 (stereo unspecified)	3	-8	x	-1	5	2	4.4	-67	-9	-5	8
Fc1cnc(N2CCOCC2)nc1N1CCOCC1	-2	-28	-6	5	-44	-11	-1.5	-8	4	-4	-1
O=C(CCS(=O)(=O)Cc1ccccc1)Nc1nnc(C(F)(F)F)s1	-4	-7	-7	-5	-62	-20	-0.3	11	-2	-1	-10
Cc1csc(N2CCN(c3cc4c(cc3Cl)nc(-c3ccncc3)n4CCCN3CCCC3)CC2)n1	-5	6	-5	13	-3	18	-1.2	5	1	0	90*
Cc1cc(C)c2nc(N3CCCC(C(=O)N4CCC(C(N)=O)CC4)C3)sc2c1 (stereo unspecified)	1	-23	-8	-4	-38	-60	1.2	1	-2	3	-26
Cc1ccc(C(=O)N2CCNC(=O)C2CC(=O)Nc2ccc(F)cc2)cc1C (stereo unspecified)	-1	13	-3	-4	11	3	1.0	0	12	1	-6
Cc1ccc(C2CC2c2n[nH]c(=S)n2-c2cccc(C)c2)cc1 (stereo unspecified)	0	-7	-5	-6	28	7	0.6	1	-5	0	-1
CCOC(=O)C1CCCN(C2CCN(Cc3nc(Cc4ccccc4)no3)CC2)C1 (stereo unspecified)	-3	1	-7	4	2	17	-0.1	-2	-2	0	7
CCCCCC/C(=N/O)c1ccccn1	2	-13	-4	1	-12	-83	0.5	21	47	1	10
COCCCn1c(SCC(=O)NC2CCCCC2)nc2ccccc2c1=O	4	-5	-3	12	16	-3	-0.6	-17	1	-3	x
CC1=NNC(=O)c2ccccc2O1	1	3	3	-8	4	13	-0.7	-8	-3	4	5
COc1cc(-c2csc(NC3CCCCC3)n2)cc(OC)c1OC	3	-23	-7	-9	-5	3	-0.3	-3	2	-7	-10
CCN1C(=O)CC2CCCC1C2 (stereo unspecified)	-2	5	-6	14	11	12	1.9	95*	3	x	1
COC(=O)c1ccc(CSc2n[nH]c(=S)s2)o1	-4	-10	-5	5	8	8	2.6	-10	12	2	7
CCNS(=O)(=O)c1ccc(CCC(=O)NCCc2ccc(OC)cc2)cc1	7	-6	-2	8	3	10	0.5	16	1	0	6
CC(=O)Nc1ccc(CN(C)c2c(C)nc3ccc(C(=O)NCCCN4CCCC4=O)cn23)cc1	-2	6	-5	3	0	2	5.2	-13	1	x	x
COc1ccc(CCNC(=O)CNC(=O)N2CC(=O)Nc3ccccc32)cc1	-1	-16	-13	16	9	8	-1.5	-19	2	x	x
CCCCCC(=O)Nc1ccc(Cc2ccncc2)cc1	-6	-26	-6	-3	-33	-28	-1.5	11	12	2	17
COc1cccc(-c2cc(C(=O)N3CCN(Cc4ccccc4)CC3)no2)c1	-5	-3	-8	-1	1	-45	-0.3	-29	-6	3	-1
CC1(C(=O)NCc2cccnc2)CCC(=O)N1CCc1ccccc1 (stereo unspecified)	9	18	-8	-4	5	6	-0.4	2	7	8	0
COc1ccc(/C=C/C(=O)NC(=S)NNC(=O)c2cccnc2)cc1OC	2	13	-4	2	-5	-1	4.2	29	0	-5	6
Cc1ccc(OCc2ccc(C(=O)N3CCOCC3)cc2)cc1C	-2	-97	x	7	-194	-217	-1.8	5	-11	2	-66
CCc1nc(SCC(=O)Nc2ccccc2)c2c(=O)n(C)c(=O)n(C)c2n1	3	-6	-6	-6	14	9	-0.1	20	2	2	-10
COc1cc(NC(=O)CCN2CC(C)OC(C)C2)cc(OC)c1 (stereo unspecified)	5	-11	-6	0	9	9	0.9	6	9	3	3
Oc1ccc(/C=N/n2cnn(Cc3ccccc3Cl)c2=S)c(O)c1	-3	6	-5	9	10	-6	-0.5	3	-7	1	6
CCOc1cc(N2CCOCC2)c(OCC)cc1NC(=O)[C@H](C)NC(=O)c1ccco1	3	-22	-8	-10	4	17	-0.6	1	5	1	2
CN(Cc1ccccc1)C(=O)c1ccc(COc2ccccc2)cc1	0	-37	-4	3	-11	-114	-0.5	15	-8	0	-15
CCCn1c(-c2ccc[nH]c2=O)nc2cc(C)c(C)cc21	-4	-54	-3	-15	-177	-168	-1.6	-72	-11	4	-28
CSc1ncccc1C(=O)OCC(=O)N(C)C1CCS(=O)(=O)C1 (stereo unspecified)	-2	-14	x	10	4	4	1.3	6	-2	-3	11
COc1ccc(N2CCN(C(=O)C3CCN(S(=O)(=O)c4ccc(C)cc4)CC3)CC2)cc1	-5	-9	-3	21	19	13	-0.3	5	-1	6	10
Nc1ncnc2c1C(c1ccccc1)c1c(ccc3ccccc13)O2 (stereo unspecified)	2	-52	-4	-2	36	-3	2.6	-37	4	x	2
CCN(CC(=O)Nc1ccc(OC)cc1)C(=O)c1cc2c(s1)CCCCC2	0	-12	-5	1	6	9	-0.4	-8	-6	3	-1
CCC(C)(C)NC(=O)C(c1ccc(C)o1)N(Cc1ccc2c(c1)OCO2)C(=O)c1snc(C(N)=O)c1N (stereo unspecified)	-1	-8	-7	2	8	10	0.4	17	6	0	-8
COc1cc(C)ccc1S(=O)(=O)NC(=O)C1(C)CCN1C(=O)C1(c2ccc(Cl)cc2)CCC1 (stereo unspecified)	5	4	-11	8	-8	13	1.8	-1	-2	x	x
O=C(/C=C/c1ccccc1[N+](=O)[O-])NCc1cccnc1	-5	-23	-2	3	9	-4	1.6	-8	4	-1	19
CN1OC(COC(=O)c2ccc(Cl)cc2Cl)CC1c1ccccc1 (stereo unspecified)	-7	-22	-5	0	-21	-6	4.3	-4	-1	2	-1
N#C/C(=C\c1c(Oc2ccccc2Cl)nc2ccccn2c1=O)C(=O)NC1CCS(=O)(=O)C1 (stereo unspecified)	5	-41	4	3	-3	0	0.2	6	2	1	11
COc1ccc2c(c1)C(C)(Cc1ccc(C(=O)c3ccccc3)cc1)C(=O)N2 (stereo unspecified)	5	14	-5	5	47	5	0.1	-4	7	x	x
CCOC(=O)C(C)Sc1nc2c(cnn2-c2ccc(F)cc2)c(=O)[nH]1 (stereo unspecified)	-3	30	-2	0	28	7	0.2	-12	-3	0	5
COc1ccc(C)cc1NC(=O)CCN1CCN(c2ccccc2F)CC1	18*	-21	-20	3	26	29	-0.1	6	35	3	2
Cc1c(CC(=O)NCCC(=O)O)c(=O)oc2cc3occ(-c4ccccc4)c3cc12	5	12	-4	-10	-4	22	-0.4	-20	1	-4	-11
CN(Cc1ccccc1)c1nc2c(c(=O)[nH]c(=O)n2C)n1Cc1ccccc1	-6	-2	-9	-1	9	24	2.0	13	2	-1	8
COC(=O)CNC(=O)CCCCC(=O)NCC(=O)OC	-2	12	-5	0	7	25	-0.4	1	2	-1	9
O=C(CSc1nnc(-c2ccc(C(F)(F)F)cn2)s1)c1ccc(Cl)cc1	-6	-1	-12	-6	11	19	-0.1	2	4	2	-3
Cc1cc2c(cc1C)-c1nnnn1C(C)(C)C2	-1	-6	-4	1	-32	-70	-0.5	2	-1	0	-13
CCOc1ccc2c(O)csc2c1	-1	-41	x	12	-16	-22	4.0	-2	5	-2	-8
COc1ccccc1OCCNC(=O)CCS(=O)(=O)c1ccccc1	-3	19	-5	5	-2	-5	2.8	7	9	x	7
Cc1[nH]nc(-c2ccc(O)c(C)c2O)c1Oc1ccccc1	-3	7	-4	-8	4	1	2.9	2	-11	3	0
C=CCOC(=O)Nc1c(C(=O)OC)[nH]c2ccc(Cl)cc12	-7	-25	-1	11	-5	-5	-1.7	-5	-23	1	1
COCOCCn1cc(CN2CCS(=O)(=O)N(Cc3ccc(-c4ccc(Cl)cc4)cc3)C(C(C)C)C2=O)nn1 (stereo unspecified)	-6	-11	x	-2	10	1	2.4	46	-2	x	x
Cc1cc(OCCSc2nnc(-c3cccs3)n2C)ccc1Cl	0	12	-1	-10	4	-14	-3.1	-22	-20	0	5
Cc1ccc(-c2cc(N)n[nH]2)cc1	-1	2	-7	5	-1	-74	-0.9	0	-5	1	-4
CC1(C)CC(=O)c2cc(OCC(=O)NCCCN3CCN(c4ccccc4F)CC3)ccc2O1	13	-16	-7	8	12	5	-4.7	23	-2	6	-2
CN(CCO)S(=O)(=O)c1ccc2c(c1)C(=NO)c1cc(S(=O)(=O)N(C)CCO)ccc1-2	-1	-9	-5	3	5	22	0.1	-12	3	-1	5
COCCc1nc2ccc(C(=O)N(C)Cc3cccc(-n4nc(C)cc4C)c3)cc2o1	-8	-25	-1	2	0	-8	1.8	0	-2	x	6
O=C1[C@@H](Oc2ccccc2)[C@@H](c2cnc3ccccc3c2)N1c1ccccc1	4	-41	-4	-1	14	5	0.0	74	3	x	9
COc1ccc(OC)c(N2C(=O)CC(Cc3ccc(C)cc3)C2=O)c1 (stereo unspecified)	-1	-10	-4	-21	12	17	-0.8	7	-3	-2	10
c1coc(CNc2ncnc3[nH]ncc23)c1	3	18	-1	-16	5	16	-0.7	16	4	2	5

Next structures follow:
SMILES	m5-HT2A agonist	NR2E3 ag-1	CaV13 FRET inh	PDI inh	Peg3 promoter	HIF-2a inh	iPSC survival up	Shn3 3UTR inh	Cardio protect	NR2E3 ag-2	TRPM1 prom inh
COc1ccccc1NC(=O)CSc1nnc(NC(=O)C2CC2)s1	-5	6	-8	2	3	0	1.4	10	-6	3	3
C[n+]1cccc(/C=N/NC(=O)CC23CC4CC(CC(C4)C2)C3)c1	-1	1	-6	-16	-8	9	0.2	-3	-7	3	6
CCN1C(=O)/C(=C\N(C)C)NC1=S	1	12	-19	-2	12	5	-1.1	-9	13	0	-3
Cc1c(C(=O)OCC(=O)Nc2ccc(C(N)=O)cc2)cccc1[N+](=O)[O-]	3	0	-3	1	3	13	22*	73	-19	2	6

Single records, from the list above.
Cc1c(C(=O)OCC(=O)Nc2ccc(C(N)=O)cc2)cccc1[N+](=O)[O-] across the screens: m5-HT2A agonist: 3; NR2E3 ag-1: 0; CaV13 FRET inh: -3; PDI inh: 1; Peg3 promoter: 3; HIF-2a inh: 13; iPSC survival up: 22*; Shn3 3UTR inh: 73; Cardio protect: -19; NR2E3 ag-2: 2; TRPM1 prom inh: 6
CCN1C(=O)/C(=C\N(C)C)NC1=S across the screens: m5-HT2A agonist: 1; NR2E3 ag-1: 12; CaV13 FRET inh: -19; PDI inh: -2; Peg3 promoter: 12; HIF-2a inh: 5; iPSC survival up: -1.1; Shn3 3UTR inh: -9; Cardio protect: 13; NR2E3 ag-2: 0; TRPM1 prom inh: -3

The order is random (roughly 3.9% active in at least one column).
